High-throughput results as filed in PubChem.
EPAC2 agonist: qHTS for Agonist of cAMP-regulated guanine nucleotide exchange factor 4 (EPAC2): primary screen; Rap guanine nucleotide exchange factor 4 (Homo sapiens), Q8WZA2; EPAC2 activation, biochemical qHTS; response scale: 100% = 6.5 mM cAMP response; Potency, µM (titrated, usually from 154 µM), for the others: at the highest dose activation, most hits filed as activators; actives 0.079% (n = 360,000); also: potency is read from the fitted curve at half-maximal effect; nearly all actives have a fitted effect of over 50% in size
Target sequence (Q8WZA2 whole entry, looked up): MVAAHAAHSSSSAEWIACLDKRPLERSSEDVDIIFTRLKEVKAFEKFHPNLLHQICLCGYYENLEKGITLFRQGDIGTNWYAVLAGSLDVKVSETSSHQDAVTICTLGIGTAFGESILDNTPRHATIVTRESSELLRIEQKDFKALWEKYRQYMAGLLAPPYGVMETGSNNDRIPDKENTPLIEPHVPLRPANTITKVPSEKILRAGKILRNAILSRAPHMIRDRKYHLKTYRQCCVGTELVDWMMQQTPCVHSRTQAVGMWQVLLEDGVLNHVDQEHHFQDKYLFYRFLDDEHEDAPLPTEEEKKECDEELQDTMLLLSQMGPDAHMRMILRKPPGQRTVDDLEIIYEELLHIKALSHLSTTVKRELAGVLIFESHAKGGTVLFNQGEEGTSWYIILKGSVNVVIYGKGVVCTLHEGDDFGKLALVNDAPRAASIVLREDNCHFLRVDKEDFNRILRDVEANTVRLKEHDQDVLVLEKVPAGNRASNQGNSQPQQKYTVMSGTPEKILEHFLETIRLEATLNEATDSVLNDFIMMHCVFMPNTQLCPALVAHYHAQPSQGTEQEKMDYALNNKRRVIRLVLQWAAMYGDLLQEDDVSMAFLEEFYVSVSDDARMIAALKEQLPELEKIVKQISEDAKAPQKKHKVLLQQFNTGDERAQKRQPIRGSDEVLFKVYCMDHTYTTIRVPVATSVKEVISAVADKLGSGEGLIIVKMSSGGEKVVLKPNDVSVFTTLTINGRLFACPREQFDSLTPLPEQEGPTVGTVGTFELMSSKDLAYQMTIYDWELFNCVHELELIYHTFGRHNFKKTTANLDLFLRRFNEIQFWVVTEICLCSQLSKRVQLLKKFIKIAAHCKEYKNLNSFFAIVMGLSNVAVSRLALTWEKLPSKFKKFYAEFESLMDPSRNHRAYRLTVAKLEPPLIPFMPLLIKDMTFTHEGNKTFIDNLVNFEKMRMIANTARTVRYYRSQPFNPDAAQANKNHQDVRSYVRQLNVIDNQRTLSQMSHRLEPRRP
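Fluorescence exchange assay: 100 nM EPAC2 with 250 nM RAP1B-BODIPY-GDP and 50 uM GDP; compounds tested as a concentration-titration series (qHTS). Loss of Rap1-bound BODIPY-GDP fluorescence read at 480/540 nm; data normalized to 6.5 mM cAMP.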
IL2 activator: qHTS of IL-2 Activators | IL-2 activation reporter assay, cell-based qHTS; stimulated with anti-CD3/CD4/CD28 beads; in transgenic mouse T cells | activation, % (series mostly up to about 46 µM) | actives 0.065% (n = 360,000) | AID 652025, 2013; in the data active = activation above about 50%; inconclusive = mostly about 30% to 49%; also: 0% is about no effect
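Unstimulated transgenic mouse T cells; 60-min compound exposure; bead-based TCR/CD4/CD28 stimulation; 18 h culture, 37 degrees C; dual fluorescence (EGFP, DsRed) plate cytometry.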
Nrf2 block: Nrf2 qHTS screen for inhibitors; Potency, µM (doses to about 46 µM), for inactives: at the top dose activity change, negative = inhibition, hits mostly inhibitors; A549 ARE-Fluc reporter, luciferase luminescence, 18-24 h; actives 2.1% (n = 360,000); also: potency is read from the fitted curve at half-maximal effect; % is scaled to controls: 0 for no effect and ±100 for the full control effect; nearly all actives have a fitted effect of over 60% in size
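A549 ARE_Fluc cells, 5000/well, 5% FBS OPTI-MEM; compounds in dose-response, 18-24 h at 37 °C/5% CO2; CellTiter-Fluor viability read (Ex 405/Em 525), then BugLite luciferase luminescence = Nrf2 activity.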
Nrf2 ARE act: qHTS of Nrf2 Activators | AREc32 ARE-luciferase reporter (MCF7-derived line), luminescence, 24 h | actives 0.31% (n = 410,000) | Potency, µM (doses to about 46.1 µM), inactives show at the top dose activation, most hits filed as activators | AID 624171, 2012; also: potency is read from the fitted curve at half-maximal effect; % of control where 0% means no effect; nearly all actives have a fitted effect of over 65% in size
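Nrf2 activation is followed as ARE-luciferase induction in the AREc32 line after one day of compound treatment; luminescence is read with Steady-Glo.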
ATXN2 expr inh: Primary qHTS for Inhibitors of ATXN expression | Potency, µM (series often up to 57 µM), for the others: at the top dose activity change, negative = inhibition, actives largely listed as inhibitors | actives 0.72% (n = 360,000) | HEK-293 ATXN2-luciferase reporter, luminescence, 24 h; also: potency is read from the fitted curve at half-maximal effect; % is scaled to controls: 0 for no effect and ±100 for the full control effect; nearly all actives have a fitted effect of over 55% in size
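qHTS (up to 57 uM final) was run with 24 h compound exposure of reporter cells at 37 °C. Each well was multiplexed: SteadyGlo luminescence measured ATXN2-luciferase expression after a fluorogenic Gly-Phe-AFC viability readout (25 uM final).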
TGFb inhibitor: qHTS for Inhibitors of TGF-b | actives 1.2% (n = 410,000) | HepG2 CAGA-GFP TGF-b/SMAD3 reporter, GFP fluorescence, 18 h; TGF-beta stimulated, 500 pg/mL final | Potency, µM (top dose mostly 46.1 µM), inactives show at the highest dose activity, negative = inhibition, most hits filed as inhibitors; also: potency is read from the fitted curve at half-maximal effect; % is scaled to controls: 0 for no effect and ±100 for the full control effect; nearly all actives have a fitted effect of over 65% in size
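First, reporter cells (HEPG2 CAGA-GFP) rested 2 h at 37 degrees C. Next, compounds were pinned in and TGF-beta added to 500 pg/mL final. After 18 h, GFP was imaged per cell and summed per well.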
A549 tox: Nrf2 qHTS screen for inhibitors: counterscreen for cytotoxicity. A549 ARE-Fluc cells, CellTiter-Fluor viability, 18-24 h. AID 504648, 2011. Potency, µM (titrated, usually from 46 µM), for inactives: at the highest dose activity change, negative = cytotoxicity, most hits filed as inhibitors. actives 0.16% (n = 390,000); also: potency is read from the fitted curve at half-maximal effect; % is scaled to controls: 0 for no effect and ±100 for the full control effect
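A549 ARE_Fluc cells in 5% FBS OPTI-MEM were exposed to compounds in concentration-response for 18-24 h at 37 deg C. Viability was read by CellTiter-Fluor fluorescence (Ex 405/Em 525) after 30 min, before the luciferase read.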
ATXN viability: Viability Counterscreen for Primary qHTS for Inhibitors of ATXN expression; S2 cells (HEK-293 line with an ATXN2-luciferase reporter) viability, CellTiter-Fluor protease fluorescence, 24 h; Potency, µM (titrated, usually from 56.7 µM), actives largely listed as cytotoxic; actives 0.49% (n = 400,000); AID 651635, 2014; also: potency is read from the fitted curve at half-maximal effect; nearly all actives have a fitted effect of over 40% in size
HepG2 tox: qHTS for Inhibitors of TGF-b: Cytotox Counterscreen | Potency, µM (titrated, usually from 46.1 µM), for inactives: at the highest dose activity change, negative = cytotoxicity, hits mostly cytotoxic | actives 0.76% (n = 410,000) | HepG2 CAGA-GFP viability, ATP luminescence, 18 h | AID 588856, 2011; also: potency is read from the fitted curve at half-maximal effect; some results filed as inactive show a strong effect at the top dose
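HepG2 CAGA-GFP cells (1000/well, DMEM with 1% FBS) received compound, then TGF-beta at 500 pg/mL final, and were incubated 18 hours at 37 degrees C. Viability was read by CellTiter-Glo luminescence. Media-only wells were set as complete cell-killing and DMSO as no toxicity.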
Active calls of the source: *; i = inactive; ? = inconclusive; . = no result given; & = joins results of further samples; [ ] = another dose, or the depositor's remark. Unless noted, calls follow the shape of the dose curve; as a rule, active = well fitted curve in the direction sought with a large enough effect; inconclusive = small, poorly fitted or top-dose-only effect, or another doubt; inactive = no such curve, though single readings can be large; an effect the other way counts as inactive or inconclusive.

SMILES	EPAC2 agonist	IL2 activator	Nrf2 block	Nrf2 ARE act	ATXN2 expr inh	TGFb inhibitor	A549 tox	ATXN viability	HepG2 tox
CS(=O)(=O)c1ccc(Cl)c(NC(=O)c2cccc(Br)c2)c1	5%	-2.7	1%	-1.5%	-9%	9%	3%	i	-3%
CCCCCN(C(=O)NC(=O)Nc1ccc(C)cc1C)S(C)(=O)=O	3%	-1.1	-6%	2.0%	-17%	-8%	3%	i	-1%
CCCOc1ccc(C(CC(=O)O)NC(=O)C(c2ccccc2)c2ccccc2)cc1 (stereo not drawn)	17%	-3.7	-13%	-0.7%	4%	-34%	2%	i	-4%
Cc1ccc(Sc2cc(C(=O)NCCN(C)C)c3ccccc3n2)cc1	-4%	1.1	16%	-0.5%	.	-9%	22%	i	-42%
CC(C)(C)NS(=O)(=O)c1ccc(CCC(=O)NCc2ccccn2)cc1	2%	0.0	4%	-0.3%	5%	-20%	-7%	i	1%
O=C(Nc1cccc(Cl)c1)N1CCOCC1	5%	-0.5	14%	2.7%	-3%	-5%	14%	i	-5%
CC(Sc1nnc(-c2ccc(C(C)(C)C)cc2)n1C)C(N)=O (stereo not drawn)	4%	0.0	23%	2.8%	9%	8%	9%	i	-5%
COC(=O)c1ccc(N2CCN(C)CC2)c(NC(=O)c2sc3ccccc3c2Cl)c1	-3%	-4.4	-14%	8.3%	-25%	10%	2%	i	-9%
COc1cc(C(=O)N2CCN=C2c2ccccc2)cc(OC)c1OC	-8%	1.9	-6%	-0.2%	-2%	2%	3%	i	-16%
Cc1ccc2nc3c(cc(C(=O)NCc4ccco4)c(=N)n3C(C)C)c(=O)n2c1	.	.	6%	5.7%	-12%	-16%	9%	i	5%
CN(C)c1nc2n(c(=O)n1)C(C#N)CS2 (stereo not drawn)	3%	1.6	15%	0.5%	-4%	16%	-11%	i	-10%
Cc1ccc2[nH]c(=O)c(C(c3nnnn3C(C)(C)C)N(Cc3ccco3)CC3CCCO3)cc2c1 (stereo not drawn)	-3%	-1.4	12%	-0.7%	11%	-23%	-9%	i	0%
CCN(CC)C(=O)[C@H]1C[C@H](CC(=O)NCc2cccc(C(F)(F)F)c2)C(=O)N2CCc3c([nH]c4cc(-c5ccco5)ccc34)[C@]12C	3%	-0.6	18µM*	-2.0%	?	10µM*	?	?	-38%
Cc1cc(C(O)c2ncc(-c3ccccc3F)[nH]2)ccc1F (stereo not drawn)	4%	-0.7	.	4.5%	25%	13%	.	i	-24%
O=C(NC1CCCC1)c1cnn2c(C(F)(F)F)cc(-c3ccc4c(c3)OCO4)nc12	-2%	0.1	-6%	2.3%	?	-15%	.	i	-10%

Quoted at random: 2 records from the list.
SMILES	EPAC2 agonist	IL2 activator	Nrf2 block	Nrf2 ARE act	ATXN2 expr inh	TGFb inhibitor	A549 tox	ATXN viability	HepG2 tox
COC(=O)c1ccc(N2CCN(C)CC2)c(NC(=O)c2sc3ccccc3c2Cl)c1	-3%	-4.4	-14%	8.3%	-25%	10%	2%	i	-9%
COc1cc(C(=O)N2CCN=C2c2ccccc2)cc(OC)c1OC	-8%	1.9	-6%	-0.2%	-2%	2%	3%	i	-16%

Remaining list, next part.
SMILES	EPAC2 agonist	IL2 activator	Nrf2 block	Nrf2 ARE act	ATXN2 expr inh	TGFb inhibitor	A549 tox	ATXN viability	HepG2 tox
COC(=O)c1ccc(CN2CCN(CCCc3ccccc3)C(CCO)C2)cc1 (stereo not drawn)	0%	-2.4	3%	-0.5%	-8%	6%	1%	i	1%
CCOC(=O)Cc1nc2ccccc2[nH]1	-10%	-3.5	.	0.5%	2%	?	-1%	i	3%
CCOc1ccc(CC(=O)NCc2ccc3c(c2)CCN3C(C)=O)cc1OCC	.	.	.	0.2%	.	0%	4%	.	-8%
CCOc1ccc(N2C(=O)/C(=C/c3ccccc3)N=C2SC)cc1	4%	-0.1	3%	0.4%	.	11%	6%	?	17%
C=CCSc1nnc(NC(=O)CCNC(=O)c2ccco2)s1	7%	4.6	3%	0.8%	1%	-2%	-8%	i	-1%
COC(=O)[C@]12CCCCC=C1N(Cc1cccc3ccccc13)C(=O)[C@H](CC(=O)N1CCN(C(=O)c3ccco3)CC1)C2	3%	0.1	.	0.1%	?	.	.	.	.
COc1ccc(-n2cnc3scc(-c4ccc(OC)c(OC)c4)c3c2=O)cc1	10%	2.7	?	6.3%	.	-7%	12%	i	-5%
O=[N+]([O-])c1cccc(-n2cc3ccc([N+](=O)[O-])cc3n2)c1	0%	-1.8	6%	6.5%	8%	-10%	-4%	i	-4%
COc1ccc(CNC(=O)Cn2cncn2)cc1OC	-5%	1.9	0%	1.8%	5%	-14%	5%	i	-1%
COc1cccc(C2CC(=O)Nc3c2c(=O)nc2c(C)cccn32)c1OC (stereo not drawn)	.	.	.	0.1%	8%	0%	9%	i	3%
CN(c1ccccc1)S(=O)(=O)c1cccc(NS(=O)(=O)c2ccc(/C=C/C(=O)O)cc2)c1	10%	-1.2	4%	-0.5%	3%	1%	0%	i	1%
CCOc1ccc(C(C(=O)NCCC(C)C)N(CCO)C(=O)c2snc(C(N)=O)c2N)cc1 (stereo not drawn)	1%	-0.5	?	2.8%	-18%	1%	3%	i	1%
Cc1cccc(S(=O)(=O)N2CCN(Cc3ccc4c(c3)OCO4)CC2)c1	12%	0.2	8%	-0.2%	6%	11%	0%	i	-18%
Cc1c(NS(=O)(=O)c2cc(C(=O)NC(C)c3ccccc3)ccc2Cl)c(=O)n(-c2ccccc2)n1C (stereo not drawn)	4%	-2.6	-5%	0.0%	-8%	-4%	4%	i	-3%
Cc1cccc(OCC(=O)N/N=C\c2cc3c(cc2[N+](=O)[O-])OCO3)c1C	11%	-1.0	?	-0.8%	-17%	-22%	-19%	i	0%
O=C(Nc1ccc(S(=O)(=O)Nc2ncccn2)cc1)c1ccccc1Br	-1%	-0.3	6%	-0.7%	5%	1%	-14%	i	-2%
O=C1CCc2cc(S(=O)(=O)N3CCN(c4cccc(Cl)c4)CC3)ccc2N1	3%	1.0	?	-0.5%	-14%	-2%	-15%	?	5%
COc1ccc(C2C(C(=O)NC(C)C)c3ccccc3C(=O)N2C)cc1OC (stereo not drawn)	-3%	1.1	9%	-0.1%	3%	9%	-2%	i	8%
Cc1cccc(NC(=O)NNC(=O)COc2ccc3ccccc3c2)c1	5%	1.5	1%	0.1%	-21%	-3%	3%	i	-1%
O=C(O)c1cc([N+](=O)[O-])ccc1NCc1ccccc1Cl	2%	1.4	-12%	0.2%	-24%	-27%	-14%	?	-34%
COCCCNC(=O)Cn1c(=O)n(Cc2ccc(F)cc2)c(=O)c2sccc21	7%	0.1	1%	-0.9%	-4%	18%	-12%	i	-29%
CCOc1ccc(S(=O)(=O)N2CCC(C(=O)OC(C)C(=O)NC3CCCCC3C)CC2)cc1 (stereo not drawn)	-5%	0.3	4%	0.5%	-25%	2%	-5%	i	-13%
COc1ccccc1CCNC(=O)C(=O)NCCC1CCCCN1S(=O)(=O)c1cccs1 (stereo not drawn)	6%	0.0	?	0.2%	1%	9%	-8%	i	2%
C[C@@H](CSc1ccccc1)CN1CC[C@H](O)CCC1=O	10%	-0.1	5%	-0.3%	3%	22%&10%	8%	i	17%&-21%
CC(C)NC(=O)C(C)n1cccc1C(=O)c1ccccc1 (stereo not drawn)	-7%	0.5	3%	-0.2%	-4%	?	-8%	i	-2%
CCCN(CCC)Cc1c(C(=O)N/N=C/c2ccsc2)nnn1-c1nonc1N	-2%	-3.4	-10%	0.4%	-1%	?	2%	i	-37%
COc1cccc(NC(=O)Cn2c(=O)n(-c3ccccc3)c(=O)c3sccc32)c1	6%	0.7	-5%	3.0%	.	-27%	-9%	?	-14%
O=C(CSc1nnc2n1CCCCC2)NCc1ccccc1	2%	-3.3	.	-0.3%	.	-5%	.	i	-5%
O=S(=O)(Nc1cccc2cn[nH]c12)c1ccc(F)cc1	3%	-0.3	.	-0.2%	-7%	-29%	-2%	i	-35%
Cn1cnnc1SCC(=O)N1CCC(Cc2ccccc2)CC1	19%	0.2	-17%	0.4%	1%	13%	-5%	i	-7%
Cn1c(=O)c2c(nc(SCC(=O)O)n2Cc2cccc(C(F)(F)F)c2)n(C)c1=O	-3%	-1.4	.	-0.8%	-5%	33%[activator]	0%	i	31%
Cc1ccccc1-c1nc(CS(=O)(=O)CC(=O)NCCCN2CCCC2)c(C)o1	10%	-0.6	-21%	-0.4%	-23%	-17%	0%	?	-27%
O=[N+]([O-])c1ccc(N2CCN(C(=S)NC3CCCCC3)CC2)cc1	15%	-0.6	.	-0.2%	-23%	-12%	?	i	-21%
Cn1c(=O)c2cn3c(c2n(C)c1=O)C(c1ccccc1)CC(c1ccccc1)=N3 (stereo not drawn)	-4%	-0.1	.	?	7%	27%	-4%	i	6%
COC(=O)CC1Oc2ccccc2-n2cc(-c3ccc(Cl)cc3)nc21 (stereo not drawn)	.	.	-25%	2.4%	6%	-7%	4%	i	3%
CN(NC1OC(=O)c2ccccc21)c1ccc(C(F)(F)F)cc1[N+](=O)[O-] (stereo not drawn)	-6%	-2.5	-14%	4.5%	-13%	-4%	2%	i	-22%

In a second layout: two of the compounds above
Molecule | EPAC2 agonist | IL2 activator | Nrf2 block | Nrf2 ARE act | ATXN2 expr inh | TGFb inhibitor | A549 tox | ATXN viability | HepG2 tox
Cn1c(=O)c2cn3c(c2n(C)c1=O)C(c1ccccc1)CC(c1ccccc1)=N3 (stereo not drawn) | -4% | -0.1 | . | ? | 7% | 27% | -4% | i | 6%
COC(=O)CC1Oc2ccccc2-n2cc(-c3ccc(Cl)cc3)nc21 (stereo not drawn) | . | . | -25% | 2.4% | 6% | -7% | 4% | i | 3%
